Screening data deposited in PubChem by several laboratories.
PKA-R1A activ = activators of PKA-R1A holoenzyme, primary screen, biochemical, fluorescence polarization, Cy5-IP20, bovine R1A, mouse PKAc | cAMP-dependent protein kinase type I-alpha regulatory subunit (Bos taurus) + … | PKA-R1A dissociation; scaled: DMSO 0%, 113 µM cGMP 100% | activation, % at 11.4 µM | 0.083% of 340,000 active | AID 504707, 2011;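 active = percent activation above the mean of all tested compounds plus 3 SD, cut at about 19% in these data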;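 note: higher means more PKAc released from R1A so a rise in polarization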
Arr AP2 block = inhibitors of beta-arrestin/AP2 binding, primary screen, biochemical, GPCR trafficking, flow cytometry; AID 504490, 2011; inhibition, % at 10 µM; FITC-arrestin peptide / GST-AP2 beads; AP2 beta2 appendage carries R879A mutation; 0.31% of 340,000 active; beta-arrestin 1 C-terminal peptide binding to AP2 beta2-adaptin appendage (human);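 active = inhibition above a set limit, near 3 SD of compounds lacking own fluorescence, cut at about 54% in these data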;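 note: plate controls were DMSO wells for no effect and 5 µM unlabelled arrestin peptide for full effect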
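test system = AP2 appendage R879A on GSH beads | buffer or medium = PBS plus Tween 20 (0.05%) and BSA (0.1%) | incubation = 12 min plus 1 h, RT | detection = bead flow cytometry, FITC channel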
HTR5A ag = HTR5A agonists in luminescence cell assay, primary screen, counter-screen for OPRM1-OPRD1 heterodimer agonist project, full-deck HTS | cell-based | activation, % at 9.3 µM | 0.61% of 340,000 active; in the data active = activation mostly above about 9.5%, no sharp cut-off; inactive = mostly below about 7.6%;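 note: 0% = cells with vehicle only and 100% = reference agonist; strong numbers were not always called active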
Target sequence (P47898 whole entry, looked up): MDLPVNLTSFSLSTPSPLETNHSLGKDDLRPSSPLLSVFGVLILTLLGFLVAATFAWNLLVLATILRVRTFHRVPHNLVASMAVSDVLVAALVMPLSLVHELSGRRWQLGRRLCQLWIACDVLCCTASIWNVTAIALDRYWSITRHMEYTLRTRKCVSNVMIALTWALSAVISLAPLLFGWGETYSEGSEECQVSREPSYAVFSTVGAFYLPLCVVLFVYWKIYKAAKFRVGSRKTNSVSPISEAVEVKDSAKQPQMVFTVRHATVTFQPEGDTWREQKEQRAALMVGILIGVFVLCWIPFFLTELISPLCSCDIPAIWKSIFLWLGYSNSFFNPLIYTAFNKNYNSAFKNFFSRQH
PKA-R2B activ = activators of PKA-R2B holoenzyme, primary screen, biochemical, fluorescence polarization, Cy5-IP20, human; cAMP-dependent protein kinase catalytic subunit beta (Homo sapiens) + cAMP-dependent …; PKA-R2B holoenzyme dissociation; R2B truncated from residue 108, S112A mutant; 0% DMSO only, 100% 113 µM cGMP; activation, % at 11.4 µM; 0.079% of 340,000 active; AID 504700, 2011;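 active = activation above a cutoff set at the mean over all compounds plus 3 SD, cut at about 18% in these data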;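 note: higher means more holoenzyme dissociation and a rise in polarization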
Target sequence (P31323 whole entry, looked up, other chains not shown, the tested form may be a part): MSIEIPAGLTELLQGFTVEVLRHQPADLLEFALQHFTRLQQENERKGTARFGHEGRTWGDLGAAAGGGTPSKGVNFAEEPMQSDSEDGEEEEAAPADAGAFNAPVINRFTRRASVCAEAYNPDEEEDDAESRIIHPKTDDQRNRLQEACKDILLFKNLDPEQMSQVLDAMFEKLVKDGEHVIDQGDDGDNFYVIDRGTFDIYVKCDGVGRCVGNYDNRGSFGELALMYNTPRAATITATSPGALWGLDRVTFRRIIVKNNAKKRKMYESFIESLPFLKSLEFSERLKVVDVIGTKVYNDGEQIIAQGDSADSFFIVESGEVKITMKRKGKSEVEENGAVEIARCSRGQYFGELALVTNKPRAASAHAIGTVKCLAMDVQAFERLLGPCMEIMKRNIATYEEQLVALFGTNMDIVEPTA
DSG3 Ab inh = inhibitors of pemphigus antibody binding to DSG3, primary screen, biochemical, bead-based, flow cytometry, scFv-GFP; Desmoglein-3 (Homo sapiens), P32926; DSG3-coupled beads, scFv-anti-DSG3-GFP binding; active compounds read low; binding (percent of control), % at 10 µM; 0.48% of 310,000 active; AID 588358, 2011;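 active = binding more than 3 SD below its plate's average and above zero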;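 note: hits lower antibody fragment binding to DSG3; some compounds called inactive have numbers as strong as hits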
DAGLB inhibitor = DAGLB lipase inhibitors, primary screen, biochemical, fluorescence, HTS; HEK293T DAGLB membrane lysate, EnzChek fluorogenic substrate; inhibition, % at 5.17 µM; Diacylglycerol lipase-beta (Homo sapiens), Q8NCG7; 0.059% of 340,000 active; AID 504411, 2011; in the data active = inhibition above about 34%;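 note: 0% = enzyme with vehicle and 100% = wells lacking enzyme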
V-ATPase pHluor = regulators of yeast V-ATPase proton pumping, primary screen, pHLuorin cytosolic pH fluorescence. S. cerevisiae. response, % at 10 µM. 0.37% of 350,000 active; in the data active = response mostly above about 7.3%, no sharp cut-off; inactive = mostly below about 5.4%; note: actives read high; inactives centre near 0; some compounds called inactive have numbers as strong as hits; reference of the scale not given here
HTR5A inv ag = HTR5A inverse agonists in luminescence cell assay, primary screen, counter-screen for OPRM1-OPRD1 heterodimer inverse agonist project, full-deck HTS; 5-hydroxytryptamine receptor 5A (Homo sapiens), P47898; HTR5A cell line, inverse agonism; inhibition, % at 9.3 µM; 0.083% of 340,000 active; AID 504634, 2011; in the data active = inhibition mostly above about 23%, no sharp cut-off; inactive = mostly below about 18%;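 note: 0% = cells with DMSO and 100% = no-cell wells with DMSO; some compounds called inactive have numbers as strong as hits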
MOR-DOR inv ag = inverse agonists of MOR-DOR heterodimerization, primary screen, cell-based, luminescence; Mu-type opioid receptor (Homo sapiens) + Delta-type opioid receptor (Homo sapiens), …; cell-based MOR-DOR heterodimer luminescence, inverse agonism; inhibition, % at 9.3 µM; 0.21% of 340,000 active; AID 504357, 2011; in the data active = inhibition above about 22%, passing the limit was not always enough;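 note: 0% = cells with DMSO and 100% = wells without cells with DMSO; values of inactives mirror those of a sister screen read the other way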
OPRM1-OPRD1 ag = agonists of OPRM1-OPRD1 heterodimerization, primary screen, cell-based, luminescence; Mu-type opioid receptor (Homo sapiens) + Delta-type opioid receptor (Homo sapiens), …; cells; activation, % at 9.3 µM; 0.3% of 340,000 active; in the data active = activation above about 18%;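 note: 0% = vehicle-treated cells and 100% = reference agonist; values of inactives mirror those of a sister screen read the other way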
An asterisk follows results filed as active; x = no result given.

SMILES	PKA-R1A activ	Arr AP2 block	HTR5A ag	PKA-R2B activ	DSG3 Ab inh	DAGLB inhibitor	V-ATPase pHluor	HTR5A inv ag	MOR-DOR inv ag	OPRM1-OPRD1 ag
COc1ccc(CCNc2oc(-c3ccco3)nc2C#N)cc1	-13	-1	-1	-5	102	-2	-1	3	0	0.1
O=C(CN1CCC(n2nnc3cc(F)ccc32)CC1)N1CCCc2ccccc21	3	19	0	-9	81	0	-2	-20	9	-1.6
C=C1CC[C@H](O)C/C1=C/C=C1\CCC[C@]2(C)[C@@H]([C@H](C)/C=C/[C@H](C)C(C)C)CC[C@@H]12	-18	1	3	-8	105	-2	-2	-11	18	-3.3
COc1ccccc1NC(=O)CSc1nnc(NC(=O)C2CCC2)s1	-1	0	0	-6	101	3	0	-20	14	-2.3
CC(C(=O)Nc1ccon1)N1C(=O)c2ccccc2S1(=O)=O (configuration not stated)	0	0	4	-17	98	0	-1	1	13	-2.3
Cc1cccc(N2C(=O)Cc3ccccc3C2=O)c1	1	2	-2	-2	109	0	5	-18	-15	1.8
CCOc1ccc(NC(=S)N2CCC(N(C)CC3CCCO3)CC2)cc1 (configuration not stated)	-7	5	1	-6	100	1	2	-3	5	-0.8
O=C(COC(=O)/C=C/c1cccc(Cl)c1)Nc1ccc(N2CCOCC2)cc1	-5	1	2	-9	91	5	2	-9	-11	2.2
Cc1ccc(-c2nnn(CC(=O)N(c3ccccc3)C(C(=O)NC3CCCC3)c3ccncc3)n2)o1 (configuration not stated)	-7	-5	2	-8	102	3	6	9	4	-0.6
COc1ccc(NC(=O)C2CCCCN2S(=O)(=O)c2ccccc2)cc1S(=O)(=O)N1CCOCC1 (configuration not stated)	-5	2	1	2	99	-1	-1	7	22	-5.5
Cc1cccc(NC(=O)c2ccc(S(=O)(=O)N3CCN(C)CC3)cc2)c1C	-3	5	9	5	99	0	0	-9	13	-2.1
COc1ccc(NC2CC(=O)N(C)C2=O)cc1 (configuration not stated)	-6	5	0	-11	x	-1	3	1	9	-1.8
CCc1nnc(NC(=O)c2cccc(S(=O)(=O)N3CC(c4ccccc4)CC3=O)c2)s1 (configuration not stated)	3	30	-3	3	102	2	-2	8	-1	0.2
COc1ccc(-c2nc(C)ncc2-c2ccc(Cl)cc2)c(O)c1	-4	-1	-5	-6	x	-4	-1	17	-10	2.1
Cc1nc(NC(=O)CSc2nnc(-c3ccc4c(c3)OCO4)o2)c(Cl)cc1Cl	3	-16	3	3	101	0	-2	-7	6	-1.1
CCn1cc(Br)c(C(=O)NN)n1	1	-2	-2	-5	x	-1	-11	-23	12	-2.1
CCN=C1NN=C(c2cc(C)n(Cc3ccco3)c2C)CS1	-7	x	6	-5	105	3	0	-22	4	-0.8
CC(Oc1ccccc1)C(=O)N1CCN=C1SCc1ccc(F)cc1 (configuration not stated)	-6	9	-5	-6	101	-2	-2	3	8	-1.6
O=C1c2ccccc2NC(c2ccco2)N1O (configuration not stated)	-4	-2	0	3	104	3	0	-27	17	-3.0
COc1ccc(N(CC(=O)N2CCC(C(N)=O)CC2)S(=O)(=O)c2ccccc2)cc1	-3	-5	1	-4	x	-3	3	-8	3	-0.6
Cn1[nH]c(C(F)(F)F)c(C=NCc2ccc(Cl)cc2)c1=O	4	-7	-1	-5	89	0	-2	-13	10	-1.6
COc1cccc(NC(=O)CSc2ncnc3c2cnn3Cc2ccccc2)c1	2	1	9	-11	102	-6	-4	-25	-9	2.1
Cc1c(Cl)cccc1NC(=O)Nc1ccccc1C(N)=O	-2	-1	-2	-5	103	1	1	-5	11	-1.5
COC(=O)c1sc2nc(C)cc(C)c2c1N	1	30	7	-6	101	0	0	-24	-5	1.0
Cc1c(-c2ccccc2)c(-c2ccc(OCCN(C)C)cc2)n2ccccc12	8	-6	-2	2	96	-2	1	8	-19	4.3
Cc1ccc2sc(C)[n+](CCO)c2c1	2	15	-1	8	98	2	1	-5	15	-2.8
O=C1c2ccccc2C(O)(Cc2ccccc2)N1Cc1ccco1 (configuration not stated)	-5	6	10	-6	99	0	2	8	11	-1.8
O=C(Nc1ccc(-c2nnc(-c3ccccc3)o2)cc1)c1ccc(Br)o1	-20	-7	-1	-4	99	-1	-2	13	3	-0.5
CON=C1C=C(C)C(=O)C(C)=C1C	4	5	-1	0	97	-1	1	3	-5	0.9
Cn1ncc(Cl)c1C(=O)Nc1ccc(Cl)cn1	-9	-2	0	-1	97	0	-2	1	20	-3.6
O=C(CNC(=O)c1cccs1)NCC(=O)OCc1ccc(F)cc1	0	16	0	-1	102	1	-1	6	-8	1.2
CCOc1ccccc1OCCOCCOc1c(Cl)cccc1Cl	2	23	5	-12	x	-14	4	-14	-31	6.0
CC(C)N(C(=O)[C@H]1CC(CC(=O)NC(C)(C)C)C(=O)N2CCc3c([nH]c4ccccc34)[C@]12C)C(C)C (some centres not stated)	1	33	-2	-4	98	-1	3	8	12	-2.6
COc1ccccc1CCNC(=O)C(=O)NCC1OCCN1S(=O)(=O)c1ccc(C)cc1 (configuration not stated)	-11	1	2	3	115	2	-3	1	4	-0.8
CCn1nc(C(=O)Nc2ccc3nc(C)sc3c2)c2ccccc2c1=O	-6	8	-1	-11	104	0	0	2	1	-0.2
O=C(Nc1nccs1)c1sc2cc(Cl)ccc2c1Cl	-8	6	4	-9	x	-1	-6	-12	-4	0.8
Cc1ccccc1NC(=O)CSc1nnc(C2CC2)n1CC1CCCO1 (configuration not stated)	-1	2	-4	-5	94	0	-1	8	13	-2.0
S=C(Nc1ccc2c(c1)OCO2)N1CCN(Cc2ccco2)CC1	-9	-11	6	-6	92	-1	-1	8	-10	1.8
C=CCN(c1ccc(F)cc1)S(=O)(=O)c1cc(C(=O)NC2CCC(O)CC2)ccc1Cl (configuration not stated)	11	13	4	4	103	-2	-3	15	-10	2.6
CC(=O)c1ccc(NC(=O)CN2C(=O)CCC2=O)cc1	-7	-16	-1	-1	99	-2	-1	2	19	-4.2
Cc1cccc(NC(=O)CSc2nc3nc4c(cc3c(=O)n2-c2ccccc2)CCCC4)c1	-6	8	0	-11	130	0	0	16	14	-2.5
COc1ccc(CNC(=O)C/C(C)=N/NC(=O)C(c2ccccc2)c2ccccc2)cc1	2	22	3	-5	99	-2	1	-3	11	-1.9
O=C(c1ccncc1)N1N=C2CCCCCC2C1(O)C(F)(F)F (configuration not stated)	2	-6	3	-1	92	1	4	-9	3	-0.4
COc1ccc(NC(=O)C2CCC(=O)N2C(=O)OCc2ccccc2)cc1 (configuration not stated)	2	42	-1	-5	100	-2	-2	-3	12	-2.4
COc1ccc(/C=N\NC(=O)C2CCCC2)cc1Br	-3	-12	3	-1	104	-1	0	0	8	-1.2
Cc1ccc(-c2cc(C(=O)NCc3cccs3)no2)cc1	-15	31	-2	-9	99	-6	1	6	6	-1.0
COc1ccc(-c2cc(C(=O)NCCc3ccc(S(N)(=O)=O)cc3)c3ccccc3n2)cc1	1	-28	1	-8	113	0	3	-29	4	-0.7
CC(=O)Nc1nnc(SCC(=O)NC2CCCC2)s1	-5	22	2	-10	119	-2	2	-7	-4	0.4
O=C(Cc1c[nH]c2ccccc12)NCc1ccco1	-9	19	0	-6	114	0	0	10	6	-1.2
CC(=O)N1c2ccc(S(=O)(=O)N(C)CC(=O)NC3CCCC3)cc2CC1C (configuration not stated)	-13	31	-6	-1	89	2	-5	-14	11	-2.2
COC(=O)CCN(Cc1ccccc1)S(=O)(=O)c1ccccc1Br	-6	-8	0	-3	97	-4	-3	1	6	-1.1
CC1=NN(C(=O)COc2cc(C)ccc2C(C)C)C(O)(c2ccccc2)C1 (configuration not stated)	-12	20	2	14	x	-5	-6	-5	-33	6.8
COCOCCn1cc(CN2CCS(=O)(=O)N(Cc3ccc(-c4ccc(Cl)nc4)cc3)C(C)C2=O)nn1 (configuration not stated)	2	x	x	8	x	-3	-1	x	x	x
COc1ccc(N=Cc2c(O)[nH]c3ccccc23)cc1	4	-7	-3	-1	112	2	3	-4	6	-0.9
C/C(=N\NC(=O)c1nn(C)cc1Br)c1cccc(NC(=O)c2ccncc2)c1	-2	45	3	-10	101	1	-1	5	15	-3.2
COCc1ccc(C(=O)N2CCN(CC(=O)N3CCCC3)CC2)cc1	-3	-2	2	2	99	0	-4	-4	7	-1.6
Cc1ccc(S(=O)(=O)/N=C(\CN2CCOCC2)N2CCCC2)cc1	-3	5	13	-1	104	-1	0	-34	5	-1.0
Cc1ccc(-c2noc(-c3ccccc3Br)n2)cc1	-1	-5	-6	-8	x	-23	-1	14	-7	1.7
COc1cccc2cc(C(=O)c3ccccc3)oc12	3	11	-4	6	107	3	-4	11	-8	1.5
COc1cc(CNCCO)cc(Br)c1OCc1ccccc1	-8	-2	8	-2	102	1	0	-24	-2	0.3
O=C(CCc1nc2ccccc2s1)c1ccccc1	-3	30	1	-6	114	-6	1	9	2	-0.3
CCOc1ccccc1OCCCC(=O)NC1CCCc2ccccc21 (configuration not stated)	9	-3	3	-4	96	-1	-6	-24	9	-1.6

4 entries from above, field by field.
COC(=O)CCN(Cc1ccccc1)S(=O)(=O)c1ccccc1Br
  PKA-R1A activ: -6 | Arr AP2 block: -8 | HTR5A ag: 0 | PKA-R2B activ: -3 | DSG3 Ab inh: 97 | DAGLB inhibitor: -4 | V-ATPase pHluor: -3 | HTR5A inv ag: 1 | MOR-DOR inv ag: 6 | OPRM1-OPRD1 ag: -1.1
Cc1ccc(-c2noc(-c3ccccc3Br)n2)cc1
  PKA-R1A activ: -1 | Arr AP2 block: -5 | HTR5A ag: -6 | PKA-R2B activ: -8 | DSG3 Ab inh: x | DAGLB inhibitor: -23 | V-ATPase pHluor: -1 | HTR5A inv ag: 14 | MOR-DOR inv ag: -7 | OPRM1-OPRD1 ag: 1.7
CCOc1ccccc1OCCCC(=O)NC1CCCc2ccccc21 (configuration not stated)
  PKA-R1A activ: 9 | Arr AP2 block: -3 | HTR5A ag: 3 | PKA-R2B activ: -4 | DSG3 Ab inh: 96 | DAGLB inhibitor: -1 | V-ATPase pHluor: -6 | HTR5A inv ag: -24 | MOR-DOR inv ag: 9 | OPRM1-OPRD1 ag: -1.6
O=C(CCc1nc2ccccc2s1)c1ccccc1
  PKA-R1A activ: -3 | Arr AP2 block: 30 | HTR5A ag: 1 | PKA-R2B activ: -6 | DSG3 Ab inh: 114 | DAGLB inhibitor: -6 | V-ATPase pHluor: 1 | HTR5A inv ag: 9 | MOR-DOR inv ag: 2 | OPRM1-OPRD1 ag: -0.3
